# HUVEC tox TNFa: cytotoxicity in TNFa-stimulated HUVEC, primary screen, cytotoxicity control for VCAM1 expression modulator project, imaging, Hoechst nuclei count; HUVEC TNFalpha-stimulated, Hoechst cell count; actives 0.17% (n = 93,000); cell count reduction, % at 2 µM;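 active = cell count reduction exceeding the screen mean by over 5 SD, scaled to untreated wells per plate, cut at about 78% in these data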;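 also: cells counted after 24 h of TNF alpha exposure following the 1 h pretreatment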
# VCAM1 TNFa inh: inhibitors of TNFa-induced VCAM1 expression, primary screen, imaging, HUVEC, TNFa stimulus, immunofluorescence | HUVEC TNFa-induced VCAM-1 immunofluorescence, high-content imaging | actives 0.48% (n = 95,000) | inhibition, % at 2 µM | AID 802, 2007;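 active = inhibition above the batch mean plus 3 SD, with images confirmed as a hit by eye, cut at about 37% in these data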;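 also: 0% = TNF-stimulated DMSO wells and 100% = unstimulated control wells; not every result past the cut was called active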
# Smad3 FoxH1 inh: Smad3/FoxH1 peptide binding inhibitors, primary screen, biochemical, TR-FRET; TR-FRET Smad3/Dy647-FoxH1 peptide binding, europium anti-His; inhibition, % at 25 µM; actives 0.29% (n = 88,000); Mothers against decapentaplegic homolog 3 (Homo sapiens), P84022;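 active = compounds that reduce the energy-transfer binding signal between the protein and its labelled peptide by more than half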;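 also: 0% = Smad3 plus labelled peptide maximal FRET and 100% = peptide-only background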
# F-actin modifier: modifiers of F-actin cytoskeleton organization, primary screen, imaging, HUVEC, phalloidin staining, high-content imaging; inhibition, % at 2 µM; HUVEC TNFa F-actin phalloidin imaging; actives 0.18% (n = 91,000);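 active = inhibition above the batch mean plus 3 SD and confirmed as a hit by visual image inspection, cut at about 30% in these data, passing the limit was not always enough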; also: strong numbers were not always called active
# Lung fibro prol: antiproliferative effect on LL 47 fibroblasts – human, LL 47 cells, CellTiter-Glo luminescence, primary screen. LL 47 human lung fibroblast viability, ATP luminescence; hits give low values. viability, % at 10 µM. actives 1.1% (n = 85,000);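 active = viability at or below 50% in the single dose screen; inactive = viability above 50%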;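 also: compound exposure lasted 72 h before the ATP readout; 100% = median luminescence of untreated cell-only wells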
#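 Test system: LL 47 human lung fibroblasts; Quantity: 1,150 cells/well; Buffer or medium: IMEM plus 15% FBS; Dosing: tenfold compound dosing solution, DMSO at 0.1%; Timing: overnight cell rest, 72 h compound treatment at 37 °C; Detection: ATP-based CellTiter-Glo luminescent readout; Read-out basis: viability percentage against median untreated-cell control; Controls: cell-only wells, no compound.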
# Pyk2 oligo antag: antagonists of Pyk2 self-association, primary screen, Q293 cells, FERM NanoBiT luminescence, HTS | actives 0.83% (n = 99,000) | z-score (the deposit names both 25 µM and 10 µM) | hits give low values | AID 1347419, 2020;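 active = Z-score of -3 or lower, scaled per plate to the spread of control and sample wells; inactive = z-score above -3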;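 also: negative z-score means lost luminescence so less FERM oligomerization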
# Target sequence (Q14289 whole entry, looked up): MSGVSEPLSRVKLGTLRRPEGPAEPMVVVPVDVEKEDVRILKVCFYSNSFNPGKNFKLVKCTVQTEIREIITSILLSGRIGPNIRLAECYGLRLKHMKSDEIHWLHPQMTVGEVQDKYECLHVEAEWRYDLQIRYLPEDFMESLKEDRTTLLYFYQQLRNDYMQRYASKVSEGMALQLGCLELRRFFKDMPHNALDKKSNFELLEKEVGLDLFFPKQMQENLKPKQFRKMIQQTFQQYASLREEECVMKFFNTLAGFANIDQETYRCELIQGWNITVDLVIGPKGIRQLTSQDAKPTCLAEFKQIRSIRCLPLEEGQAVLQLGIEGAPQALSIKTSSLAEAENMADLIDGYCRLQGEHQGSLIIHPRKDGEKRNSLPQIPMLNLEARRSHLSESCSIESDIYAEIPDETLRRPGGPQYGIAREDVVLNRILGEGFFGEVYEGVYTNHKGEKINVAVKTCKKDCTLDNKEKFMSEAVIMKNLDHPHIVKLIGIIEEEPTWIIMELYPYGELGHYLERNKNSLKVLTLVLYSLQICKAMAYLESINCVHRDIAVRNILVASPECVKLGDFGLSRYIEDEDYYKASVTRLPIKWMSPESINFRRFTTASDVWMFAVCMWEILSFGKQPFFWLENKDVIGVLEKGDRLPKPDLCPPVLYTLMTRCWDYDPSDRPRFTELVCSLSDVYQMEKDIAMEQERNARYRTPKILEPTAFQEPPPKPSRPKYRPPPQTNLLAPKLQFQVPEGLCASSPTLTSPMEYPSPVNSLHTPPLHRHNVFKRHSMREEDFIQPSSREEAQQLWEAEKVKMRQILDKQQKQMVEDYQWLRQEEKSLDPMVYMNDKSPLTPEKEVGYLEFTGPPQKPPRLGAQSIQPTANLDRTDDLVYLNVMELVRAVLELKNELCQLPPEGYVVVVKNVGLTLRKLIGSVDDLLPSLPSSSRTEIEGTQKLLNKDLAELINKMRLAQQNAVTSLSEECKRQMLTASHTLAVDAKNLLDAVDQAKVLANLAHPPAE
# IL1B cytotox: cytotoxicity in IL-1B stimulated HUVEC, primary screen, cytotoxicity control for IL-1B NFkB translocation project, imaging, Hoechst nuclear count, IL-1B stimulus. actives 0.41% (n = 94,000). HUVEC cell count loss. AID 845, 2007. cell count reduction, % at 2 µM;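 active = cell count reduction more than 3 SD above the screen-wide mean, cut at about 70% in these data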;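 also: normalized per plate to untreated control cells as the no-loss baseline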
# H69AR inhibit: proliferation blockers of H69AR lung cancer cells, primary screen, cell-based, human, 86K library; H69AR lung tumor viability, ATP luminescence, 72 h; hits give low values; viability, % at 10 µM; actives 6% (n = 85,000);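 active = viability at or below 40%; inactive = viability above 40%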;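 also: multidrug resistant small cell line overexpressing MRP-1 efflux transporter; 100% = mean luminescence of untreated control wells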
# HUVEC inhibit: inhibitors of HUVEC proliferation, primary screen, cell-based, 384-well. CellTiter-Glo luminescence, 72 h; hits give low values. viability, % at 10 µM (by protocol). actives 1.1% (n = 86,000);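 active = viability at or below 30%; inactive = viability above 30%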;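 also: 100% = median luminescence of DMSO-only cell control wells on each plate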
# An asterisk follows results filed as active; · = no result given; [ ] = another dose, or the depositor's remark. Only part of the results is shown. The share of hits here may be higher or lower than overall.
SMILES,HUVEC tox TNFa,VCAM1 TNFa inh,Smad3 FoxH1 inh,F-actin modifier,Lung fibro prol,Pyk2 oligo antag,IL1B cytotox,H69AR inhibit,HUVEC inhibit
c1ccc2c(CNCCN3CCOCC3)cccc2c1,-14.3,7.3,-15.7,-4.8,106.2,0.19,-11.2,93.5,100.4
COc1ccc(Nc2nc(Cl)nc(NCc3ccco3)n2)cc1,-4.3,12.2,·,-16.7,·,0.01,·,·,·
O=C(NCCc1ccccc1)C(=O)N/N=C/c1ccccc1C(F)(F)F,2.9,2.6,4.9,-10.4,99.4,0.33,0.8,99.8,85.0
COc1ccc(C(=O)CN2C(=O)NC3(CCCc4ccccc43)C2=O)cc1OC (stereo not drawn),13.2,23.8,-5.3,9.5,107.3,-0.88,-2.2,97.7,97.9
O=C(NCc1ccco1)c1ccc(Oc2ccccc2)cc1,-13.4,18.2,·,-14.2,·,-0.66,-19.0,·,·
Cc1ccccc1NS(=O)(=O)c1cc(C(=O)N2CCCC2)ccc1C,-8.7,7.9,6.6,-2.7,94.0,-1.31,-60.3,86.2,100.3
COc1ccc(C(=O)Nc2nc3ccccc3c(=O)[nH]2)cc1,-11.3,2.3,12.8,·,95.9,-0.45,3.0,71.0,87.4
O=C(NCc1ccco1)c1nc2ncccn2n1,·,10.6,-0.4,-7.8,90.7,0.59,-8.7,94.5,93.9
O=C(NC(=S)Nc1cccc2cccnc12)c1ccccc1,-10.5,-1.2,·,2.4,·,0.07,6.6,·,·
CCOC(=O)CN1C(=O)S/C(=C/c2cc(C)n(-c3ccccn3)c2C)C1=O,-19.5,-1.6,4.9,·,103.4,0.16,-3.2,63.6,98.3
Cc1nnc(C)n1/N=C/c1cccc(Oc2ccccc2)c1,9.2,7.3,0.0,-23.7,91.7,0.26,7.3,91.5,88.8
COc1ccc(/C(O)=C2/C(=O)C(=O)N(CCCN(C)C)C2c2ccc(Cl)cc2)cc1OC (stereo not drawn),-9.3,13.0,12.9[fluorescence artefact?],-0.6,104.9,0.37,-4.9,89.8,106.5
Cc1ccc(NC(=O)COc2ccc(S(=O)(=O)N3CCOCC3)cc2)cc1,-14.7,-7.6,-11.2,-1.5,100.9,0.09,-12.7,86.4,100.6
Cn1sc(NC(=O)c2ccc(Cl)cc2)nc1=O,-15.1,9.3,·,-15.6,·,-0.29,19.7,·,·
CC(C)On1c(SC(C)C)nc2ccccc2c1=O,8.0,7.9,5.8,-30.7,94.8,-0.06,-12.9,83.7,105.4
CC1(C)CC(=O)C(C(c2cccnc2)C2C(=O)CC(C)(C)CC2=O)C(=O)C1,8.7,-3.4,·,·,·,0.8,7.4,·,·
COc1cc(SC)ccc1C(=O)N1CCCCCC1,·,·,13.8,·,105.0,1.09,·,93.6,100.7
Cc1ccc(SCCNC(=O)c2ccc(C)c([N+](=O)[O-])c2)cc1,2.0,-3.3,·,-2.4,·,1.07,-13.3,·,·
Cc1ccc(-n2c(C)nnc2SCC(=O)N2CCc3ccccc3C2)cc1C,7.9,4.3,·,9.9,·,0.67,-4.8,·,·
CCOc1cccc(-c2nnc3sc(-c4cccs4)nn23)c1,·,·,-40.0[fluorescence artefact?],·,92.4,-1.12,·,33.3*,91.8
N=c1ccn(Cc2ccc(Cl)cc2)cc1,-4.8,0.6,5.8,20.1,92.5,0.81,-16.9,82.2,95.9
COc1ccc(-c2nnc(SCc3nnc(-c4ccccc4)o3)n2-c2ccccc2)cc1,-18.5,-7.7,5.9,19.2,85.2,0.6,-22.1,2.6*,41.5
Brc1ccc(-c2nnc3sc(CNC4CCCC4)cn23)cc1,·,·,6.9,·,102.7,·,·,84.8,92.4
NC(=O)CSc1nc2sc3c(c2c2ncnn12)CCCC3,-2.6,0.8,5.4,31.3,95.4,0.62,-21.3,100.3,97.5
Cc1ccc2[nH]c(=O)c(CN(Cc3nnnn3C3CCCC3)C3CCCCC3)cc2c1,-39.6,21.8,-8.1,-8.4,99.6,0.47,-71.4,88.0,99.1

# Ordered by molar mass (smallest number first): part of the list above
SMILES,HUVEC tox TNFa,VCAM1 TNFa inh,Smad3 FoxH1 inh,F-actin modifier,Lung fibro prol,Pyk2 oligo antag,IL1B cytotox,H69AR inhibit,HUVEC inhibit
Cn1sc(NC(=O)c2ccc(Cl)cc2)nc1=O,-15.1,9.3,·,-15.6,·,-0.29,19.7,·,·
CC(C)On1c(SC(C)C)nc2ccccc2c1=O,8.0,7.9,5.8,-30.7,94.8,-0.06,-12.9,83.7,105.4
COc1cc(SC)ccc1C(=O)N1CCCCCC1,·,·,13.8,·,105.0,1.09,·,93.6,100.7
Cc1nnc(C)n1/N=C/c1cccc(Oc2ccccc2)c1,9.2,7.3,0.0,-23.7,91.7,0.26,7.3,91.5,88.8
COc1ccc(C(=O)Nc2nc3ccccc3c(=O)[nH]2)cc1,-11.3,2.3,12.8,·,95.9,-0.45,3.0,71.0,87.4
NC(=O)CSc1nc2sc3c(c2c2ncnn12)CCCC3,-2.6,0.8,5.4,31.3,95.4,0.62,-21.3,100.3,97.5
COc1ccc(Nc2nc(Cl)nc(NCc3ccco3)n2)cc1,-4.3,12.2,·,-16.7,·,0.01,·,·,·
Brc1ccc(-c2nnc3sc(CNC4CCCC4)cn23)cc1,·,·,6.9,·,102.7,·,·,84.8,92.4
CCOC(=O)CN1C(=O)S/C(=C/c2cc(C)n(-c3ccccn3)c2C)C1=O,-19.5,-1.6,4.9,·,103.4,0.16,-3.2,63.6,98.3
COc1ccc(C(=O)CN2C(=O)NC3(CCCc4ccccc43)C2=O)cc1OC (stereo not drawn),13.2,23.8,-5.3,9.5,107.3,-0.88,-2.2,97.7,97.9
Cc1ccc2[nH]c(=O)c(CN(Cc3nnnn3C3CCCC3)C3CCCCC3)cc2c1,-39.6,21.8,-8.1,-8.4,99.6,0.47,-71.4,88.0,99.1

# The listing continues:
SMILES,HUVEC tox TNFa,VCAM1 TNFa inh,Smad3 FoxH1 inh,F-actin modifier,Lung fibro prol,Pyk2 oligo antag,IL1B cytotox,H69AR inhibit,HUVEC inhibit
Cc1ccc(CCNC(=O)CS(=O)Cc2nc(-c3cccc(C)c3)oc2C)cc1 (stereo not drawn),·,·,-2.2,·,102.0,·,·,87.9,102.6
CC1CCN(S(=O)(=O)c2ccc(NC(=O)CN3CCN(C)CC3)cc2)CC1,-8.6,26.0,2.2,9.1,100.9,-0.28,2.6,103.3,99.4
COc1ccc(Nc2ncc3c(n2)CC(c2ccccc2)CC3=O)cc1 (stereo not drawn),·,·,1.9,·,101.9,-1.3,·,60.9,109.4
CC(C)(C)C1CCC(OC(=O)CN2CCOCC2)CC1 (stereo not drawn),-28.2,-6.1,-4.0,1.8,108.6,-0.67,-103.0,108.0,98.5
c1ccc(-c2csc(N3CCN(c4ccccn4)CC3)n2)cc1,-8.5,4.7,0.8,-7.5,94.2,-0.39,-13.5,97.8,85.5
CCCc1nc(S(=O)(=O)Cc2ccc(Cl)cc2Cl)n[nH]1,7.4,8.2,5.8,7.4,99.4,0.29,33.9,86.2,95.5
COc1cc(-c2nn3c(C4CCCCC4)nnc3s2)cc(OC)c1OC,-45.1,4.3,17.5,39.1,88.9,-0.68,-147.6,93.9,87.2
CC(C)CCn1nnnc1C(c1ccc(N(C)C)cc1)N1CCN(C(=O)c2ccco2)CC1 (stereo not drawn),-4.9,-8.8,8.2,2.9,82.5,-0.52,-55.0,98.3,99.2
COc1ccc(Cl)cc1NC(=O)CSc1nnc(COc2ccccc2)n1N,-25.5,12.2,-6.8,-8.3,98.0,0.74,-4.5,111.5,91.4
Cc1ccc(N2C(=O)C3CC(c4ccccc4)=C4C5C=CC(C6C(=O)N(c7ccc(C)cc7C)C(=O)C56)C4C3C2=O)c(C)c1 (stereo not drawn),2.2,18.4,·,-14.8,·,-1.06,-16.7,·,·
COC(=O)c1cc(COc2ccc3ccc(=O)oc3c2)c(C)o1,-10.5,-6.7,6.2,-28.1,95.6,0.08,-44.4,86.4,93.7
CCOC(=O)N1CCN(C(=O)c2ccc3c(=O)n(-c4ccc(OC)cc4OC)c(=S)[nH]c3c2)CC1,43.7,11.6,-7.5,11.0,95.1,-0.01,-14.3,77.2,67.5
Cc1nnc2ccc(N3CCN(c4ccccn4)CC3)nn12,-14.0,13.5,0.1,0.4,108.5,·,-0.5,84.3,98.0
O=C(Cn1cc(C(=O)c2ccco2)c2ccccc21)Nc1ccccc1,0.0,6.9,1.4,5.7,101.5,-2.08,8.6,91.8,95.9
N[C@@]12CCc3nonc3[C@]1(O)CC(c1ccccc1)=[N+]2[O-],-24.8,-8.2,2.0,-3.2,95.0,0.51,-4.0,97.5,93.2
Cc1ccc(C(=O)C2CCN(CC(=O)Nc3ccc4c(c3)OCCO4)CC2)cc1,-18.7,-0.7,-11.9,23.4,108.3,-0.77,-10.8,95.2,98.9
Clc1c(-c2nnc3n2CCC3)sc2ccccc12,·,·,5.7,·,109.1,0.17,·,94.1,91.4
COc1ccc(CNC(=O)C(OC(=O)c2ccco2)c2ccc(OC)cc2)cc1 (stereo not drawn),-21.5,17.7,-7.8,-2.4,94.9,-0.88,9.9,110.4,102.0
CNC(=O)C1CCCN1S(=O)(=O)c1ccc(OC)cc1 (stereo not drawn),7.5,8.7,-6.8,-5.8,105.6,0.54,-10.2,96.2,102.0
CC1(C)OC(=O)C2(Cc3ccccc3N3CCCCC32)C(=O)O1 (stereo not drawn),-27.5,-26.8,-2.4,-4.0,102.8,0.63,-11.5,91.2,98.3
O/N=C(\c1ccc(Cl)cc1Cl)c1ncc(C(F)(F)F)cc1Cl,-6.5,6.2,-7.7,-1.8,81.9,-1.31,-1.9,42.9,32.5
CCCCOC(=O)Nc1ccccc1C(=O)OC,-12.1,-4.9,0.4,17.1,102.4,0.58,-17.8,90.9,103.1
COc1ccc(CNC(C)(C)C)cc1Cl,-5.5,13.9,-3.6,10.0,104.8,1,-16.3,94.3,85.5
Cc1c(Cl)cccc1N1C(=O)C(N2C(=O)c3cccc([N+](=O)[O-])c3C2=O)C1c1cccs1 (stereo not drawn),8.7,4.1,-2.4,4.4,89.6,1.98,0.7,90.4,54.6
Cc1cc(C(F)(F)F)c(C#N)c(=O)[nH]1,-37.6,4.3,20.8[fluorescence artefact?],9.9,98.5,1.13,-3.3,101.6,93.5
O=C(CSc1nnc(C2CC2)n1Cc1ccccc1)N1CCN(S(=O)(=O)c2ccccc2)CC1,-17.2,8.4,-6.1,3.2,100.5,-0.14,-14.7,72.0,97.0
